Menin-MLL TR inh – inhibitors of human menin-MLL interaction, mutant MLL peptide. O00255. Menin + Texas Red MLL mutant peptide, fluorescence polarization. Potency, µM (highest dose often 61.6 µM), without a hit: at the top dose FP activity change, negative = inhibition, most hits filed as inhibitors. actives 0.23% (n = 270,000); active = well fitted inhibition curve with a large enough effect in the polarisation, with a control signal flat, not every such curve was filed as active; inconclusive = small, poorly fitted or top-dose-only effect, or effect the other way, or a change in a side signal; inactive = no such curve, though single readings can be large or run the other way; the % refers to the polarisation; note: potency is the fitted concentration of half-maximal effect; % of control where 0% means no effect; many of its hits are not listed in these tables
BRCA1 expr act – increases BRCA1 expression; MCF7-BRCA1-FFLuc reporter, luminescence, 48 h; response scale: scaled: vehicle 0%, 10 µM genistein 100%; AID 624202; actives 1.1% (n = 380,000); Potency, µM (doses to about 46.1 µM), without a hit: top-dose activation, usual class: activators; note: potency is the fitted concentration of half-maximal effect; nearly all actives have a fitted effect of over 80% in size; some results filed as inactive show a strong effect at the top dose
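Compounds are tested at multiple concentrations on MCF7 BRCA1-luciferase reporter cells seeded at 2000 per well; after 48 h, a single luminescence end-point is taken and curves fitted to the normalized data.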
NPC1 promoter act – NPC1 promoter activation | Huh7 NPC1 promoter luciferase reporter, 24 h | Potency, µM (doses to about 9.22 µM), inactives show at the top dose activation, hits mostly activators | actives 2.4% (n = 320,000) | AID 485313;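 note: potency is the fitted concentration of half-maximal effect; % of control where 0% means no effect; nearly all actives have a fitted effect of over 60% in size; reporter is driven by a mutant NPC1 promoter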
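Luciferase expression driven by the NPC1 promoter was measured in stably transfected Huh7 cells after a 24 h compound incubation, using a luciferase reagent and a luminescence read.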
VP16 counter – counter-screen for ROR gamma inhibitors: Gal4-VP16 reporter; AID 2546; Drosophila S2 Gal4-VP16 UAS-luciferase, luminescence, 20 h; Potency, µM (doses to about 53.6 µM), for the others: at the highest dose activity, negative = inhibition, most hits filed as inhibitors; actives 3.5% (n = 310,000);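 note: Gal4-VP16 expression switched on by copper sulfate through the metallothionein promoter; potency is the fitted concentration of half-maximal effect; % is set by controls: 0 for no effect and ±100 for the full control effect; nearly all actives have a fitted effect of over 50% in size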
ELG1 genotox – inducers of genotoxicity in HEK293T ELG1-luciferase cells | HEK293T ELG1-luciferase reporter, luminescence, 16 h | Potency, µM (titrated, usually from 46 µM), inactives show at the top dose activity change, positive = activation, actives largely listed as activators | actives 1.3% (n = 330,000); note: potency is the fitted concentration of half-maximal effect; % of control where 0% means no effect; nearly all actives have a fitted effect of over 60% in size
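Screening used a luciferase reporter fused to human ELG1 in HEK293T cells. Luminescence was read on a CCD plate imager after 16 hr exposure and 30 min ONE-Glo incubation.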
PKM2 activator – increases activity of human pyruvate kinase M2; AID 1631; Potency, µM (top dose mostly 57.5 µM), without a hit: at the top dose activation, most hits filed as activators; purified PKM2, Kinase-Glo ATP luminescence, activation; response scale: 0% is enzyme alone, no compound; actives 0.34% (n = 260,000); P14618; note: potency is the fitted concentration of half-maximal effect; % is set by controls: 0 for no effect and ±100 for the full control effect; nearly all actives have a fitted effect of over 55% in size
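Kinase-Glo luminescence reports ATP generated from ADP (0.1 mM) and PEP (0.5 mM) by purified hPK-M2 after 1 h at room temperature, pH 7.2 imidazole buffer; intermediate enzyme activity allows detecting inhibitors and activators.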
Giardia kill – Giardia lamblia killing; Giardia lamblia trophozoite viability; activity change, % at 7.66 µM, hits read low; actives 0.15% (n = 340,000); AID 540267; in the data active = activity change below about -80%; inconclusive = between about -30% and that limit;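 note: parasites exposed to compound for two days anaerobically before the ATP read; % is set by controls: 0 for no effect and ±100 for the full control effect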
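Trophozoites 100 cells/well + cpd; 48 hrs, 37 deg C, anaerobic. ATPLite 1-Step added, 15-30 min RT, luminescence read (ATP-based viability).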
FLuc modulator – firefly luciferase modulation, counter-screen for miR-21 project | AID 588342 | Potency, µM (top dose mostly 57.5 µM), for inactives: at the highest dose activity change, negative = inhibition, hits mostly inhibitors | P08659 | actives 6.9% (n = 360,000) | purified FLuc, Km substrates, luminescence inhibition;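 note: potency is the fitted concentration of half-maximal effect; plate controls were vehicle for no effect and reference inhibitor for full effect; nearly all actives have a fitted effect of over 55% in size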
Target sequence (P08659 whole entry, looked up): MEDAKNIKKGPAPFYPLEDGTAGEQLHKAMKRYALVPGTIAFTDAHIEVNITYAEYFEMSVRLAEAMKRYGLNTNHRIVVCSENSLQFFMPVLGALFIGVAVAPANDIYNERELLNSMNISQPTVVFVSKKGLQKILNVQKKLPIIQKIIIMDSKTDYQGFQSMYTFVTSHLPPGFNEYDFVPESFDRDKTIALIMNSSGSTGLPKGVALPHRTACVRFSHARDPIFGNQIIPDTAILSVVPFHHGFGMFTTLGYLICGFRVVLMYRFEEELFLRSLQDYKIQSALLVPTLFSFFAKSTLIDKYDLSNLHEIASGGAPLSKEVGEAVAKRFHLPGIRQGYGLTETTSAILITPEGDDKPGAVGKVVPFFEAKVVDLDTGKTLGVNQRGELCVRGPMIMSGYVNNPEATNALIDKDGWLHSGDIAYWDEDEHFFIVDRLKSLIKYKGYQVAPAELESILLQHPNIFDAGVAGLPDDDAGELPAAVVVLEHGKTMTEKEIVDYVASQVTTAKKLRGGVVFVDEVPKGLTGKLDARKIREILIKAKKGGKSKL
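Purified P. pyralis luciferase, 10 nM final, with Km-level 10 uM D-luciferin and 10 uM ATP in 50 mM Tris acetate pH 7.5, 10 mM Mg acetate, 0.01% Tween-20, 0.05% BSA; 6-point qHTS titration about 60 µM downward; luminescence read.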
p53 reactivator – restores transcriptional activity of mutant p53; actives 0.063% (n = 320,000); H1299 p53-A138V BP100-luciferase reporter, luminescence, 24 h; Potency, µM (top dose mostly 92.2 µM), for the others: at the top dose activity change, positive = activation, usual class: activators; note: potency is the fitted concentration of half-maximal effect; % of control where 0% means no effect; nearly all actives have a fitted effect of over 45% in size
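p53-null H1299 cells stably carrying temperature-sensitive p53-A138V and a BP100-luciferase reporter were pinned with compounds (4-point, 1:5 series) and held 24 hrs at 37 deg C. Luminescence was read 10 min after detection reagent.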
Rab9 promoter act – activates the Rab9 promoter; Huh7 Rab9 promoter-luciferase reporter, luminescence, 24 h; Potency, µM (top dose mostly 9.22 µM), without a hit: at the top dose activation, negative = inhibition, usual class: activators; actives 2.8% (n = 320,000); AID 485297; note: potency is the fitted concentration of half-maximal effect; % of control where 0% means no effect; nearly all actives have a fitted effect of over 60% in size
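Rab9 promoter-driven luciferase in stably transfected Huh7 cells; 1500 cells/well rested 2 h, exposed to compound in DMSO for 24 h at 37 °C, 5% CO2. Luminescence read 10 min after adding luciferase reagent at ambient temperature.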
RORgamma inh – inhibitors of mouse ROR gamma transcriptional activity; Drosophila S2 Gal4-RORgamma UAS-luciferase reporter, 20 h; Potency, µM (highest dose often 53.6 µM), for the others: top-dose activity change, negative = inhibition, usual class: inhibitors; actives 5.4% (n = 310,000); note: potency is the fitted concentration of half-maximal effect; % is set by controls: 0 for no effect and ±100 for the full control effect; nearly all actives have a fitted effect of over 60% in size
Target sequence (P51450 whole entry, looked up, the tested form may be a part): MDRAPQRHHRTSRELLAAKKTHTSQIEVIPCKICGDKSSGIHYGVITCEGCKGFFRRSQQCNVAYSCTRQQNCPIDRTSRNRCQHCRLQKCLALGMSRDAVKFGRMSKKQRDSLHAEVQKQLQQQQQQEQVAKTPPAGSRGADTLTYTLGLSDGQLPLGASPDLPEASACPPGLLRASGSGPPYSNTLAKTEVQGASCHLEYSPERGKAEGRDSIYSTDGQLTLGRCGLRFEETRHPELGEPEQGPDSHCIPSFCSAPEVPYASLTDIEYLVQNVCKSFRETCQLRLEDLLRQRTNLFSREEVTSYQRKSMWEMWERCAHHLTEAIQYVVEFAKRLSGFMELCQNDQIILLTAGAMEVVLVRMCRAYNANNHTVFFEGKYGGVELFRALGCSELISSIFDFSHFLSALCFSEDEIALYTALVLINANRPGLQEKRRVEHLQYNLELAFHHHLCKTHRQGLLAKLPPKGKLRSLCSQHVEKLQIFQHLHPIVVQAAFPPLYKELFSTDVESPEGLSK
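Read-out: Photinus luciferase luminescence; inhibitors lower reporter signal. Insect Schneider cells with Gal4-ROR gamma fusion under metallothionein promoter, UAS reporter; 700 uM final copper sulfate induction, 20 hr, ambient temperature.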
The depositor's hits bear a star; u = inconclusive; x = no result given; [ ] = remark or other dose. Unless noted, calls come from the whole dose curve; as a rule, active = well fitted curve in the direction sought with a large enough effect; inconclusive = small, poorly fitted or top-dose-only effect, or another doubt; inactive = no such curve, though single readings can be large; an effect the other way counts as inactive or inconclusive. This is a subset. The share of hits here may be higher or lower than overall.

SMILES | Menin-MLL TR inh | BRCA1 expr act | NPC1 promoter act | VP16 counter | ELG1 genotox | PKM2 activator | Giardia kill | FLuc modulator | p53 reactivator | Rab9 promoter act | RORgamma inh
COc1ccc(-c2nc3c(c4nnc(SC(C)C(=O)Nc5ccccc5)n24)COC(C)(C)C3)cc1 (stereo not drawn) | -24% | -10% | -2% | -7% | -1% | -10% | -24 | 3% | 4% | -4% | 14%
CCOC(=O)c1c(NC(=O)CSc2ncnc3[nH]ncc23)sc2c1CCC(C)C2 (stereo not drawn) | 6% | -18% | -5% | -10% | -6% | 5% | 11 | -7% | -3% | -5% | -14%
Cc1nc(Nc2ccc3c(c2)OCCO3)c2nnn(Cc3ccccc3Cl)c2n1 | 12% | -63% | 14% | -13% | u | 1% | -5 | 27µM* | 10% | 1% | 28%
Cc1ccc2c(c1)c(N=Nc1cccc(C(=O)O)c1)c(O)n2C | 24% | 95% | 17% | -4% | 6% | -1% | 37[activator] | 15µM* | 4% | -1% | -2%
CCN(CC)CCNc1nc2c(c(=O)[nH]c(=O)n2C)n1CC(O)COc1ccc(Cl)cc1Cl (stereo not drawn) | -2% | 20% | -3% | -8% | 4% | 0% | 11 | -1% | u | 3% | 14%
O=[N+]([O-])c1cc(S(=O)(=O)N2CCCC2)ccc1SCCO | 1% | -3% | -4% | 4% | 4% | 13% | -5 | 3% | 2% | 4% | -15%
O=C(Nc1nccs1)C1CCN(S(=O)(=O)c2cccs2)CC1 | -7% | -6% | -8% | -8% | -5% | -32% | -1 | 1% | 0% | 3% | 26%
COC(=O)c1ccc(COc2ccccc2/C=C(\C#N)C(=O)Nc2ccc(C)cc2)cc1 | 1% | 42% | u | -23% | 21µM* | 0% | 9 | 8.5µM* | u | 2.8µM* | 4%[10 µM]
CCOC(=O)c1c(NC(=O)Nc2ccccc2)sc(C)c1C | u | -34% | -2% | -2% | -1% | 2% | 2 | u | -15% | 5% | -24%
O=C1C=C(Nc2ccccc2)C(=O)c2ccccc21 | 11% | u | 1.8µM* | u | 7% | -7% | -24 | 3.4µM* | u | 1µM* | u
Cc1c(CN2CCC(C)CC2)c(=O)n(-c2ccccc2)n1C | 14% | 16% | 0% | -8% | 3% | -2% | -8 | 8% | 3% | -2% | -7%
Clc1cccc(N2CCN(Cc3nnc(-c4ccccc4)o3)CC2)c1 | -4% | -17% | -5% | 11% | -4% | 7% | -10 | 0% | -1% | -1% | 17%
CCOC(=O)C1(C)NC(c2ccco2)C2C(=O)N(c3ccccc3)C(=O)C21 (stereo not drawn) | -3% | 3% | 0% | u | 0% | x | -12 | 1% | 11% | -2% | 6%
COC(=O)c1scc(C)c1NC(=O)C(Cl)c1ccccc1 (stereo not drawn) | -16% | -38% | 1% | 1% | 0% | -2% | -24 | -3% | -1% | -5% | 15%
Cc1ccc(-c2nnc(CSc3nncn3N)o2)cc1 | -9% | 30% | 0% | 1% | 4% | 11% | 2 | 2% | 3% | -3% | 32%
Cc1nc(Cl)sc1C(=O)Nc1cccc(Cl)c1 | 6% | -23% | 3% | -15% | -2% | -12% | -10 | u | 25% | 10% | -11%[1.91 µM]
CC1CN(C(=O)c2ccccc2)OC(c2ccc3c(c2)OCO3)O1 (stereo not drawn) | x | -3% | 2% | -8% | 0% | -8% | 1 | -9% | -1% | 4% | -2%
CC1CC(C)CN(CCCNC(=O)C2CCCN(S(=O)(=O)N3CC(C)CC(C)C3)C2)C1 (stereo not drawn) | x | 3% | -3% | 7% | -2% | x | 17 | -1% | -7% | -7% | -21%
COc1ccc(C2(C(=O)O)CCCC2)cc1 | 3% | 2% | 0% | 3% | 2% | -9% | 10 | -1% | -7% | -5% | -16%
Cc1ccnc(NS(=O)(=O)c2ccc(NC(=O)CN3C(=O)CCC3=O)cc2)n1 | -15% | 5% | 3% | -1% | 2% | 6% | 1 | -2% | -1% | 2% | -21%
CC(C)Cn1cnc2c1c(=O)n(CC(=O)NC(=O)NC(C)(C)C)c(=O)n2Cc1ccccc1 | 6% | -28% | 1% | -14% | 2% | 11% | 14 | 2% | -2% | -5% | 3%
CCCCNC(=S)NNC(=O)c1ccc2c(c1)OCO2 | 0% | -8% | 12% | -11% | 5% | 0% | -28 | 1% | 24% | 15% | u
O=C(O)c1cc(NC(=O)c2cccc(N3C(=O)c4ccccc4C3=O)c2)cc(C(=O)O)c1 | -10% | -5% | -4% | 2% | 3% | -21% | -10 | -13% | 4% | 6% | -2%
O=C(CSc1ccccn1)NC1CCCC1 | 0% | x | 5% | -18% | 6% | 1% | x | -2% | 5% | -6% | -9%
CN(C)c1ccc(/C=N/NC(=O)CNC(=O)/C=C/c2ccco2)cc1 | 12% | 11% | 1% | 19% | 2% | x | 3 | u | 8% | -9% | u
Cc1cc(=O)[nH]c(N2CCc3ccccc3C2)n1 | 16% | 2% | -5% | -6% | -3% | -4% | 6 | -2% | -10% | -4% | 4%
COc1ccc2nc(NC(=O)c3ccc(NS(=O)(=O)c4cccs4)cc3)sc2c1 | u | 55% | 3% | u | -2% | -2% | 7 | 4.8µM* | 8% | -2% | 31%
COc1ccc(C(CNC(=O)c2cccc(NS(=O)(=O)c3ccc(C)c(F)c3)c2)N2CCCC2)cc1 (stereo not drawn) | x | -15% | 1% | x | -1% | x | -5 | 3% | 16% | -4% | x
NC(=O)c1ccsc1NC(=O)COC(=O)Cc1c[nH]c2ccccc12 | x | -17% | -5% | x | -3% | x | 15 | 2% | -2% | -9% | x
CC1CCc2nn(CC(=O)NCc3ccc(F)cc3)cc2C1 (stereo not drawn) | -1% | -16% | -1% | 10% | -13% | 1% | 24 | 5% | -4% | -3% | -36%
CC(C)(C)C(=O)Nc1ccc(-c2nnc3n2CCCCC3)cc1 | x | 8% | -6% | 3% | -9% | 4% | u | -1% | -1% | 3% | -24%
CN(CC(=O)Nc1ccc(N2CCOCC2)cc1)Cc1cc(=O)n2ccsc2n1 | 3% | 0% | 0% | -18% | 18% | 0% | -26 | -2% | -3% | -7% | 30%
O=C(CN(Cc1ccc(Cl)cc1)C(=O)CN1C(=O)COc2ccccc21)NC1CCCC1 | u | -13% | -3% | -1% | -3% | 0% | 1 | 0% | 2% | 0% | -22%
COc1ccc(OC)c(Cc2nnc(CCC(=O)NCc3ccsc3)o2)c1 | -9% | 56% | 0% | 16% | 8% | -2% | 10 | u | 6% | 0% | 13%
O=C(CSc1nnc(CNC(=O)c2ccco2)o1)Nc1cccc(C(F)(F)F)c1 | 15% | 1% | -2% | -2% | 1%[9.26 µM] | x | -10 | 4% | 2% | 3% | 16%
COc1cccc(C(=O)NCc2ccco2)c1 | 0% | 23% | 0% | 12% | 3% | 0% | 16 | 5% | x | 2% | -12%
COc1cc(/C=C/c2nc3ccc([N+](=O)[O-])cc3s2)ccc1OCC(=O)O | x | x | -2% | -3% | -3% | -2% | x | 2.7µM* | 4% | -6% | 6%
CCOc1ccccc1N/C=C/C(=O)C(C)(C)C | -18% | 0% | x | 4% | x | -1% | 6 | -11% | x | x | 3%
O=C1COc2ccc3ccccc3c21 | 5% | -26% | 0% | 6% | x | x | -11 | -16% | x | 0% | -17%
O=C(CN1C(=O)NC2(CCCc3ccccc32)C1=O)c1ccc(Br)cc1 (stereo not drawn) | x | -9% | -1% | x | -2% | x | -9 | -9% | -3% | -2% | x

Sorted by the number under NPC1 promoter act (lowest first): 3 of the compounds above
| canonical_smiles | Menin-MLL TR inh | NPC1 promoter act | PKM2 activator | p53 reactivator | Rab9 promoter act |
| --- | --- | --- | --- | --- | --- |
| COc1cc(/C=C/c2nc3ccc([N+](=O)[O-])cc3s2)ccc1OCC(=O)O | x | -2% | -2% | 4% | -6% |
| O=C(CN1C(=O)NC2(CCCc3ccccc32)C1=O)c1ccc(Br)cc1 (stereo not drawn) | x | -1% | x | -3% | -2% |
| O=C1COc2ccc3ccccc3c21 | 5% | 0% | x | x | 0% |

Whole records, quoted from the list.
Entry for COc1cc(/C=C/c2nc3ccc([N+](=O)[O-])cc3s2)ccc1OCC(=O)O : Menin-MLL TR inh: x; BRCA1 expr act: x; NPC1 promoter act: -2%; VP16 counter: -3%; ELG1 genotox: -3%; PKM2 activator: -2%; Giardia kill: x; FLuc modulator: 2.7µM*; p53 reactivator: 4%; Rab9 promoter act: -6%; RORgamma inh: 6%
Entry for CCOc1ccccc1N/C=C/C(=O)C(C)(C)C : Menin-MLL TR inh: -18%; BRCA1 expr act: 0%; NPC1 promoter act: x; VP16 counter: 4%; ELG1 genotox: x; PKM2 activator: -1%; Giardia kill: 6; FLuc modulator: -11%; p53 reactivator: x; Rab9 promoter act: x; RORgamma inh: 3%

From PubChem BioAssay
